NPYLR7 ag: mosquito NPYLR7 agonism; HEK293T NPYLR7/Galpha15, GCaMP6s calcium fluorescence; activation, % at 10 µM; 270,000 tested, 0.15% active; in the data active = activation above about 40%;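 note: 0% = vehicle and 100% = reference agonist at the receptor; some compounds past the cut are filed as inactive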
mcGAS inh: inhibitors of mouse cGAS. Q8C6L5. recombinant cGAS, Kinase-Glo ATP depletion luminescence. inhibition, % at 12.5 µM. 160,000 tested, 0.15% active. AID 1259399;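 note: 0% = negative control wells and 100% = reference inhibitor with no enzyme activity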
hcGAS lum: blocks human cGAS activity; Q8N884; recombinant h-cGAS, ATP depletion, Kinase-Glo luminescence; inhibition, % at 12.5 µM; 290,000 tested, 0.081% active;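 note: 0% = vehicle reaction and 100% = reaction without DNA for no activity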
Target sequence (Q8N884 whole entry, looked up): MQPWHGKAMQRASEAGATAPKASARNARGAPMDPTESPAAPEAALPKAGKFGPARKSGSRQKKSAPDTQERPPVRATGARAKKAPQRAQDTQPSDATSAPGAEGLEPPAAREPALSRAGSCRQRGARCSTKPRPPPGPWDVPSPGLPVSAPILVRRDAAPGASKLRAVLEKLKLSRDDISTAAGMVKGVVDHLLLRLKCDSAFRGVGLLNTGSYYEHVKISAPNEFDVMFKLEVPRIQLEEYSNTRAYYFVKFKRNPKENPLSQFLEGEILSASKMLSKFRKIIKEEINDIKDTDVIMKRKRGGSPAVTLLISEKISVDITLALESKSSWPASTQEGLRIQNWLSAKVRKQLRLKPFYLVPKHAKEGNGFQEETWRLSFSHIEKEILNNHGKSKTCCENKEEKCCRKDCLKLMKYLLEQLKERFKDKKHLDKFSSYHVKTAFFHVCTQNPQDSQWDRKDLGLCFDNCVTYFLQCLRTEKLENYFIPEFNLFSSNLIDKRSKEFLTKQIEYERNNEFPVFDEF
The depositor's hits bear a star; & = joins results of further samples. Cut-off read from the data, not from the text of the source, unless noted: active = inhibition above about 40%; inactive = the rest.

Preview, 13 compounds:
What do the screens show for `COCC(=O)NCCCn1nc(-c2cccnc2)ccc1=O`?
NPYLR7 ag: 9; hcGAS lum: -12

What do the screens show for `CC(NC(=O)CC(c1ccc(Cl)cc1)c1c[nH]c2ccccc12)c1ccccc1` (stereo not given)?
NPYLR7 ag: 4; mcGAS inh: -8; hcGAS lum: -6

How did CCOc1ccc(C(=O)Nc2ccc3oc(-c4ccccc4F)nc3c2)cc1[N+](=O)[O-] do in these assays?
NPYLR7 ag: 1; mcGAS inh: -4; hcGAS lum: -4

Results for CN(C)c1ccc(C=C2N=C(c3ccc4c(c3)OCO4)OC2=O)cc1 ?
NPYLR7 ag: 20; mcGAS inh: -5; hcGAS lum: -15

What do the screens show for `CCCCN(C=O)c1c(CC)nc2ccc(C(=O)NCc3ccccc3OC)cn12`?
NPYLR7 ag: 12; mcGAS inh: -3; hcGAS lum: -3

Results for CCC(C)NC(=O)c1cc(Br)c(C(=O)NC(C)CC)cc1Br (stereo not given) ?
NPYLR7 ag: -3; mcGAS inh: -15; hcGAS lum: -7

How did CS(=O)(=O)c1ccccc1N1CCC2(CCOC2)C1 (stereo not given) do in these assays?
NPYLR7 ag: 6; hcGAS lum: 2

Results for Oc1oc(-c2cccc3ccccc23)nc1C=Nc1cccc(Cl)c1 ?
NPYLR7 ag: 3; hcGAS lum: -7

How did CCc1ccc(-c2noc(Cn3cnc4c(cnn4-c4cc(Cl)ccc4C)c3=O)n2)cc1 do in these assays?
NPYLR7 ag: -5; mcGAS inh: 0; hcGAS lum: 0

Results for CCOCCCN(CC(=O)N(Cc1ccc2c(c1)OCO2)Cc1sccc1C)C(=O)c1ccccc1F ?
NPYLR7 ag: -9; mcGAS inh: -6; hcGAS lum: -8

How did CC(=O)c1c(-c2ccccc2)nc2nonc2c1N=CN(C)C do in these assays?
NPYLR7 ag: -7; hcGAS lum: -1

How did CCCC(C)NC(=O)Nc1c(C)cc(C)cc1Cl (stereo not given) do in these assays?
NPYLR7 ag: -5; hcGAS lum: -14

How did COC(=O)[C@@H]1Cc2ncn(C)c2CN1S(=O)(=O)c1ccc(NC(C)=O)cc1 do in these assays?
NPYLR7 ag: -4; mcGAS inh: -9; hcGAS lum: -5

The whole of this part, from the first entry:
What do the screens show for `COCC(=O)NCCCn1nc(-c2cccnc2)ccc1=O`?
NPYLR7 ag: 9; hcGAS lum: -12

What do the screens show for `CC(NC(=O)CC(c1ccc(Cl)cc1)c1c[nH]c2ccccc12)c1ccccc1` (stereo not given)?
NPYLR7 ag: 4; mcGAS inh: -8; hcGAS lum: -6

How did CCOc1ccc(C(=O)Nc2ccc3oc(-c4ccccc4F)nc3c2)cc1[N+](=O)[O-] do in these assays?
NPYLR7 ag: 1; mcGAS inh: -4; hcGAS lum: -4

Results for CN(C)c1ccc(C=C2N=C(c3ccc4c(c3)OCO4)OC2=O)cc1 ?
NPYLR7 ag: 20; mcGAS inh: -5; hcGAS lum: -15

What do the screens show for `CCCCN(C=O)c1c(CC)nc2ccc(C(=O)NCc3ccccc3OC)cn12`?
NPYLR7 ag: 12; mcGAS inh: -3; hcGAS lum: -3

Results for CCC(C)NC(=O)c1cc(Br)c(C(=O)NC(C)CC)cc1Br (stereo not given) ?
NPYLR7 ag: -3; mcGAS inh: -15; hcGAS lum: -7

How did CS(=O)(=O)c1ccccc1N1CCC2(CCOC2)C1 (stereo not given) do in these assays?
NPYLR7 ag: 6; hcGAS lum: 2

Results for Oc1oc(-c2cccc3ccccc23)nc1C=Nc1cccc(Cl)c1 ?
NPYLR7 ag: 3; hcGAS lum: -7

How did CCc1ccc(-c2noc(Cn3cnc4c(cnn4-c4cc(Cl)ccc4C)c3=O)n2)cc1 do in these assays?
NPYLR7 ag: -5; mcGAS inh: 0; hcGAS lum: 0

Results for CCOCCCN(CC(=O)N(Cc1ccc2c(c1)OCO2)Cc1sccc1C)C(=O)c1ccccc1F ?
NPYLR7 ag: -9; mcGAS inh: -6; hcGAS lum: -8

How did CC(=O)c1c(-c2ccccc2)nc2nonc2c1N=CN(C)C do in these assays?
NPYLR7 ag: -7; hcGAS lum: -1

How did CCCC(C)NC(=O)Nc1c(C)cc(C)cc1Cl (stereo not given) do in these assays?
NPYLR7 ag: -5; hcGAS lum: -14

How did COC(=O)[C@@H]1Cc2ncn(C)c2CN1S(=O)(=O)c1ccc(NC(C)=O)cc1 do in these assays?
NPYLR7 ag: -4; mcGAS inh: -9; hcGAS lum: -5

How did CC(C)CCN1CCC2(CC1)CCN(C(=O)Cc1cncs1)CC2CO (stereo not given) do in these assays?
mcGAS inh: -7; hcGAS lum: -18

How did Cc1cc(C)c(CNC(=O)NC(c2nccn2C)C(C)C)c(=O)[nH]1 (stereo not given) do in these assays?
NPYLR7 ag: -6; hcGAS lum: -10

What do the screens show for `C=CCCC(O)CN(CCCOC)Cc1ccc(C)s1` (stereo not given)?
NPYLR7 ag: 19; mcGAS inh: -3; hcGAS lum: -2

How did CCCCN(CC(=O)N(CCc1c[nH]c2ccccc12)Cc1ccc(C(C)(C)C)cc1)CC(O)Cc1ccccc1 (stereo not given) do in these assays?
NPYLR7 ag: 0; mcGAS inh: -5; hcGAS lum: -5

What do the screens show for `COc1ccc(-c2cnn(C(C)(C)C(=O)NCC(C)C)c2)cc1OC`?
NPYLR7 ag: 4; mcGAS inh: -7; hcGAS lum: -5

Results for CCOC(=O)C1=C(C)C2C(=O)NC(CN3CCc4cc(OC)c(OC)cc4C3)=NC2S1 (stereo not given) ?
NPYLR7 ag: 3; hcGAS lum: 2

What do the screens show for `C=CCn1c(=O)c2c(nc3n(C(C)C)c(C)c(C)n23)n(C)c1=O`?
NPYLR7 ag: -2; hcGAS lum: -3

Results for CCOCCOc1nc(-c2ccc(F)cc2)n(-c2ccc(NS(=O)(=O)c3ccc(C)cc3)cc2)n1 ?
NPYLR7 ag: 9; mcGAS inh: -4; hcGAS lum: -10

How did Cc1[nH]c2ccccc2c1SCCNC(=O)c1ccc(S(=O)(=O)N(C)C)cc1 do in these assays?
NPYLR7 ag: 0; mcGAS inh: -6; hcGAS lum: -6

What do the screens show for `O=c1[nH]nc(CCNc2ccc3ccc(F)cc3n2)[nH]1`?
NPYLR7 ag: 3; hcGAS lum: 5

How did COC(c1ccccc1)c1nnc(CCC(=O)NCCc2ccc(Cl)cc2)o1 (stereo not given) do in these assays?
NPYLR7 ag: 1; mcGAS inh: 2; hcGAS lum: 5

Results for COc1cc(C)ccc1CNC(=O)c1c(C)nc(C(C)C)[nH]c1=O ?
NPYLR7 ag: 3; hcGAS lum: 3

Results for CC(Cl)C(=O)N1CCN(c2cc(Oc3cccc(Cl)c3)ncn2)CC1C (stereo not given) ?
NPYLR7 ag: 1; mcGAS inh: -3; hcGAS lum: -2

Results for O=C(c1cc(-c2ccccc2F)nn1-c1ccc([N+](=O)[O-])cc1)N1CCN(c2cccc(Cl)c2)CC1 ?
NPYLR7 ag: -2; mcGAS inh: -4; hcGAS lum: -6

Results for CC(C)c1ccc(CNc2nc(NCC3CC3)nc3ccsc23)cc1 ?
NPYLR7 ag: 6; hcGAS lum: -4

How did CN(C)CCCNc1c2c(nc3ccccc13)CCC2 do in these assays?
NPYLR7 ag: 6; mcGAS inh: 6; hcGAS lum: 6

How did Cc1nn(C)cc1CNC(=O)c1cnn2c(C(F)F)cc(C3CC3)nc12 do in these assays?
NPYLR7 ag: 10; hcGAS lum: -6

What do the screens show for `CC(C)c1nnc(NC(=O)C23CC4CC(CC(C4)C2)C3)s1`?
NPYLR7 ag: 2; mcGAS inh: -8; hcGAS lum: 11

Results for O=C(CCn1cnc2ccccc2c1=O)N1CCC2(CCCN(Cc3ccccc3F)C2)C1 (stereo not given) ?
NPYLR7 ag: 14; hcGAS lum: -7

Results for Cn1c(=O)c2c(nc(CN3CCCCC3)n2Cc2cccc3ccccc23)n(C)c1=O ?
NPYLR7 ag: 16; hcGAS lum: -5

Results for CCCCNC(=O)NC(Cc1ccccc1)c1nnc(SCc2cccc(C)c2)n1-c1ccc(C)cc1 (stereo not given) ?
NPYLR7 ag: 15; mcGAS inh: -5; hcGAS lum: -7

Results for COc1cccc(OCCn2cnc3ccccc32)c1 ?
NPYLR7 ag: -3; mcGAS inh: -7; hcGAS lum: -5

How did Cn1cc(CN2CCCC(CNC(=O)c3cccs3)C2)c(-c2ccccc2)n1 (stereo not given) do in these assays?
NPYLR7 ag: -6; hcGAS lum: -5

Results for COCCN(Cc1csc(COc2ccc(Cl)cc2)n1)C(=O)c1cccc(Br)c1 ?
mcGAS inh: 1; hcGAS lum: 5

Results for COc1ccc2nc(N(CC3CCCO3)C(=O)C3CCCN3S(C)(=O)=O)sc2c1 (stereo not given) ?
NPYLR7 ag: 2; hcGAS lum: -6

What do the screens show for `CN1CC(C(=O)NC2(c3nccs3)CCCC2)CC1=O` (stereo not given)?
NPYLR7 ag: 19; hcGAS lum: -5

What do the screens show for `Cc1cn2c3c(=O)n(Cc4ccccc4Cl)c(=O)n(C)c3nc2n1CCCN(C)C`?
NPYLR7 ag: 6; hcGAS lum: -6

What do the screens show for `CCc1nc2ccc(C(=O)NCCCN3CCCC3=O)cn2c1N(C)CCC(C)C`?
NPYLR7 ag: 0; mcGAS inh: -2; hcGAS lum: -6

Results for CC(NC(=O)CCc1nc2sc3c(c2c(=O)[nH]1)CCCC3)c1ccccc1Cl (stereo not given) ?
NPYLR7 ag: 9; mcGAS inh: -8; hcGAS lum: -3

Results for Cc1nc2ccccc2n1CCC(=O)N1CCn2c(C(N)=O)cnc2C1 ?
NPYLR7 ag: 10; hcGAS lum: -6

What do the screens show for `O=C(NCCc1ccc(Cl)cc1)c1cccc(OC(F)F)c1`?
NPYLR7 ag: -1; hcGAS lum: 2

How did COc1ccc2n[nH]c(CN(C)Cc3ccc(-n4cccn4)cc3)c2c1 do in these assays?
NPYLR7 ag: 1; hcGAS lum: -2

Results for CC(C)NC(=O)CN(C)Cc1sc2ccccc2c1Cl ?
NPYLR7 ag: 0; hcGAS lum: -8

How did CCOC(=O)c1[nH]c(C)c(C(=O)CN(C(=O)c2cccc([N+](=O)[O-])c2)C2CC2)c1C do in these assays?
NPYLR7 ag: -3; mcGAS inh: -3; hcGAS lum: -3

Results for COc1cc2c(cc1OC)CN(C=Nc1sc3c(c1C#N)CC(C)(C)NC3(C)C)CC2 ?
NPYLR7 ag: 2; mcGAS inh: -2; hcGAS lum: 1

How did CC(C)=CCCC1(C)CCC(=O)N(Cc2csc(N3CCOCC3)n2)C1 (stereo not given) do in these assays?
mcGAS inh: -3; hcGAS lum: -4

What do the screens show for `CC(C)(C)c1cc2nc(-c3ccccc3F)cc(C(=O)N3CCN(Cc4ccccc4)CC3)n2n1`?
NPYLR7 ag: 8; mcGAS inh: -4; hcGAS lum: -5

What do the screens show for `COc1ccc(N2C(=O)NC(c3cccs3)C(C(=O)OC(C)C)=C2C)cc1` (stereo not given)?
NPYLR7 ag: 8; hcGAS lum: -11

Results for COC(=O)c1ccc(Cn2c(C)c(C(=O)NCc3ccc([N+](=O)[O-])cc3)sc2=O)o1 ?
NPYLR7 ag: 7; hcGAS lum: -5

What do the screens show for `Cc1ccccc1-c1noc(-c2ccc(NCc3ccccn3)nc2)n1`?
NPYLR7 ag: -8; hcGAS lum: -2

How did CCCCCCc1ccc(C(=O)Nc2ccc(-n3nc(OCC(C)C)nc3-c3ccc4c(c3)OCO4)cc2)cc1 do in these assays?
NPYLR7 ag: 1; mcGAS inh: -5; hcGAS lum: -4

Results for CN(C)CCN(CC1CCCN(Cc2ccccc2F)C1)C(=O)c1ccsc1 (stereo not given) ?
NPYLR7 ag: 1; hcGAS lum: 1

How did O=S(=O)(c1cccs1)N1CCN(S(=O)(=O)c2ccc(F)c(F)c2F)CC1 do in these assays?
NPYLR7 ag: 1; hcGAS lum: -5

Results for C=CCN1Cc2cc(OC)c(OC)cc2C2(CCCC2)C1 ?
NPYLR7 ag: -3; mcGAS inh: -6; hcGAS lum: -4

How did COc1ccc(CN2CCC(CO)(CCCc3ccccc3)CC2)c(F)c1 do in these assays?
NPYLR7 ag: 5&18; hcGAS lum: -4&-6

Results for CCn1c(C2CCN(Cc3cnc(N4CCCCC4)nc3)CC2)n[nH]c1=O ?
NPYLR7 ag: -3; hcGAS lum: -4

How did Cn1cc(NC(=O)c2ccccc2Sc2ccc(S(C)(=O)=O)cc2)cn1 do in these assays?
NPYLR7 ag: -4; hcGAS lum: 3

Results for COc1ccc(CCN(C)c2cc(C(C)(C)C)nc(SCc3ccc(C(=O)NCc4ccccn4)cc3)n2)cc1OC ?
NPYLR7 ag: 7; mcGAS inh: -5; hcGAS lum: -5

How did Cc1csc(C2C(N)=NC(SCc3nc(C)no3)=C(C#N)C23CCCCC3)n1 (stereo not given) do in these assays?
NPYLR7 ag: -4; mcGAS inh: 5; hcGAS lum: 7

How did O=C1CCC2(O1)OC(=O)c1ccccc12 (stereo not given) do in these assays?
NPYLR7 ag: 3; hcGAS lum: -3

How did O=C(Nc1c(O)cccc1F)c1ccc(Cl)cn1 do in these assays?
NPYLR7 ag: 3; mcGAS inh: -15; hcGAS lum: -6

Results for CC(C)NC(=O)NC(=O)COC(=O)c1cc2c(Cl)cccc2s1 ?
NPYLR7 ag: -2; hcGAS lum: -7

What do the screens show for `Cc1sc2nc(Cc3csc(C(C)C)n3)[nH]c(=O)c2c1C`?
NPYLR7 ag: 0; hcGAS lum: -6

Results for COc1ccc(S(=O)(=O)Oc2ccccc2CN(CCN(C)C)C(=O)C(C)C)cc1 ?
NPYLR7 ag: 22; mcGAS inh: -9; hcGAS lum: -3

What do the screens show for `CCn1cnc2c(nnn2CC)c1=O`?
NPYLR7 ag: 2; hcGAS lum: -6

Results for CCN(Cc1ccncc1)S(=O)(=O)c1cccc(Br)c1 ?
NPYLR7 ag: 1; hcGAS lum: -9

Results for CCSc1ccc(-c2ccccc2)nn1 ?
NPYLR7 ag: -1; mcGAS inh: -9; hcGAS lum: -3

Screening data (PubChem)
